Screens: PubChem BioAssay, several laboratories
TNAP act mid DEA – activators of human TNAP at intermediate phosphate acceptor. activation factor at 20 µM. AID 813. 64,000 tested, under 10 active. P05186. purified TNAP, CDP-star luminescence, 100 mM DEA, 30 min; active compounds read high; scale: 0 levamisole-inhibited, 1 vehicle-only enzyme;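 active = activation factor of at least 2 at 20 µM, relative to controls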
Target sequence (P05186 whole entry, looked up): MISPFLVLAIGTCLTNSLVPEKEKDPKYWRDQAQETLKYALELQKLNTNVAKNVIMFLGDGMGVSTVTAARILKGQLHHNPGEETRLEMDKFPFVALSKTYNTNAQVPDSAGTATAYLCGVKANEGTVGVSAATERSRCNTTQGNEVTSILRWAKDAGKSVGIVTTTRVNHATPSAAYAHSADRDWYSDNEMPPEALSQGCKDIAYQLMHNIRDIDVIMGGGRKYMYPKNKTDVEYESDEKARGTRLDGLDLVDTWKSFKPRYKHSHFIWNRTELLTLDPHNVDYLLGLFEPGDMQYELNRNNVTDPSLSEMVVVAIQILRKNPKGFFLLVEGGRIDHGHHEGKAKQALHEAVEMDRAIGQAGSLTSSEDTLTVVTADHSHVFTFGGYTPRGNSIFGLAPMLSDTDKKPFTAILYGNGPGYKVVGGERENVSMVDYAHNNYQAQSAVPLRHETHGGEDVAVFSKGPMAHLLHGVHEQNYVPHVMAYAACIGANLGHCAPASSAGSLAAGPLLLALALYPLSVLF
HTR1A agonist – agonists of human 5-HT1a serotonin receptor. 65,000 compounds, 0.56% hits. P08908. activation, % at 10 µM. CHO 5-HT1a Ga15 NFAT-bla reporter, FRET ratio; 0% basal, 100% maximal reference agonist;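 active = activation above the screen-wide mean activation plus 3 SD, cut at about 19% in these data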;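 note: 0% = DMSO wells and 100% = 5-CT at EC100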
Target sequence (P08908 whole entry, looked up): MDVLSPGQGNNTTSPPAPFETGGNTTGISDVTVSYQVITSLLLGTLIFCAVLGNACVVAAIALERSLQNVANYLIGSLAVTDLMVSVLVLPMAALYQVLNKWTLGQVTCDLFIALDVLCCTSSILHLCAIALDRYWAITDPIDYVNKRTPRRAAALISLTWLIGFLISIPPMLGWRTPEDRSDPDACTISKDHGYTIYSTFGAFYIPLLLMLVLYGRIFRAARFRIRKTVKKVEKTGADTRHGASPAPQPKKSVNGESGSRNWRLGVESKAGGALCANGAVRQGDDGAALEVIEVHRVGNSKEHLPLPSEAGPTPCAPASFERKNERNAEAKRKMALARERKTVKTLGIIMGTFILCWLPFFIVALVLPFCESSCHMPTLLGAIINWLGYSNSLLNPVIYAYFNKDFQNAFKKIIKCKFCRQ
MMP13 inh – blocks human MMP13 activity | P45452 | inhibition, % at 4 µM | 65,000 compounds, 0.07% hits | MMP-13 fTHP FRET cleavage, Mca fluorescence;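 active = inhibition above the mean of compound-free control plate wells plus 3 SD, cut at about 14% in these data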;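 note: 0% = DMSO wells and 100% = wells with reference MMP-13 inhibitor after basal subtraction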
Autofluor 339 – intrinsic fluorescence of library compounds, ex339/em460 – biochemical, MLSMR library, data from DPM-DC assay, artefact control, profiling panel. 65,000 compounds, 5.5% hits. fluorescence fold increase at 10 µM. compound autofluorescence, ex339/em460 nm, NADH buffer; active compounds read high; 1 = no-compound wells, NADH background. AID 709;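 active = at 10 µM, mean starting fluorescence two-fold or more over control wells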;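 note: signal is the first read of a kinetic run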
RORa activator – RORA (human) activation | P35398 | CHO-K1 Gal4-RORA LBD luciferase reporter, luminescence; percent increase over mock-subtracted basal signal | activation, % at 10 µM | 65,000 compounds, 1.5% hits | AID 560;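 active = activation above the mean of all tested compounds plus 3 SD, cut at about 49% in these data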;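 note: 0% = DMSO-treated RORA cells and 100% = added signal equal to DMSO minus mock-transfected cells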
Abs 340nm – compounds absorbing at 340 nm; fold change at 10 µM; compound absorbance at 340 nm, fold over control; 65,000 tested, under 10 active;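 active = at 10 µM dose, initial 340 nm absorbance at least 2 fold that of control wells; inactive = change under 2 fold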;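 note: initial absorbance extrapolated from kinetic A340 decline of NADH oxidation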
5-HT1A blocker – antagonists of human 5-HT1a serotonin receptor; P08908; CHO 5-HT1a Ga15 NFAT-bla reporter, antagonist mode; inhibition, % at 10 µM; 62,000 compounds, 0.68% hits;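 active = inhibition above the mean of all tested compounds plus 3 SD, cut at about 43% in these data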;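 note: receptor stimulated by 5-CT agonist at 100 nM near EC80; beta-lactamase reporter measured by ratiometric fluorescence of a cleavable substrate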
NADH coupling – blocks coupling enzymes of NAD/NADH assays | coupled PK/LDH NADH assays, four targets | IC50, µM (doses to about 10 µM), for inactives: at the highest dose inhibition | 65,000 compounds, 0.02% hits;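 active = single-dose screening hits from any of four coupled enzyme assays that gave an IC50 when retested across doses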;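 note: the DPM-DC format reads NADH fluorescence rather than 340 nm absorbance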
SF-1 act – activators of human nuclear receptor SF-1; AID 522; activation, % at 10 µM; CHO-K1 Gal4-SF-1 LBD luciferase reporter; % increase over DMSO SF-1-specific signal; Q13285; 65,000 compounds, 1.9% hits;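 active = activation above the mean activation of all tested compounds plus 3 SD, cut at about 50% in these data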
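Material: Gal4–SF-1 LBD one-hybrid luciferase reporter in CHO-K1 cells | Amount: 4,000 cells per well | Compound dosing: 10 µM single point, 1% DMSO | Schedule: 20 h compound treatment, 37 °C | Measured by: SteadyLite luciferase luminescence | Evaluation: Percent activation versus DMSO | Control set: DMSO-treated SF-1-transfected cells as negative, DMSO-treated mock-transfected cells lacking SF-1 as background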
The depositor's hits bear a star. This is a random part of the collection; any-hit rate near 8.9%.

`COc1cccc(NS(=O)(=O)c2ccc3[nH]cc(C(=O)NCCCOC(C)C)c(=O)c3c2)c1` gave TNAP act mid DEA 0.9, HTR1A agonist -2.2, MMP13 inh 2.8, Autofluor 339 1.72, RORa activator 3.5, Abs 340nm 1.07, 5-HT1A blocker 8.2, NADH coupling 2.0% and SF-1 act 13.8.
Cc1cc(C)cc(Nc2ncc3c(n2)CC(c2ccco2)CC3=O)c1 (configuration not stated) was read as TNAP act mid DEA 0.9, HTR1A agonist -0.8, MMP13 inh 0.3, Autofluor 339 1.22, RORa activator -13.7, Abs 340nm 1.01, 5-HT1A blocker -2.8, NADH coupling 3.0% and SF-1 act -11.3.
For N#CC1=C(N)OC2=C(C(=O)CCC2)C1CCc1ccccc1 (configuration not stated) the results were TNAP act mid DEA 0.8, HTR1A agonist -0.7, MMP13 inh -3.7, Autofluor 339 1.02, RORa activator -19.2, Abs 340nm 0.99, NADH coupling 2.0% and SF-1 act -8.2.
`C=Cc1cccc(NC(=O)COc2ccccc2)c1` gave TNAP act mid DEA 0.9, HTR1A agonist 15.0, MMP13 inh 1.4, Autofluor 339 1.02, RORa activator -12.9, Abs 340nm 1.01, 5-HT1A blocker 12.7, NADH coupling 6.0% and SF-1 act 13.3.
For COc1ccc(CCNc2oc(COc3ccccc3)nc2C#N)cc1 the results were TNAP act mid DEA 0.8, HTR1A agonist -0.4, MMP13 inh -2.0, Autofluor 339 1.12, RORa activator -9.3, Abs 340nm 1.04, NADH coupling 3.0% and SF-1 act 4.8.
For CC(=O)c1cccc(NC(=O)NC(C)C2CCCO2)c1 (configuration not stated) the results were TNAP act mid DEA 0.9, HTR1A agonist 1.5, MMP13 inh 2.5, Autofluor 339 1.24, RORa activator -2.0, Abs 340nm 1.02, 5-HT1A blocker 3.5, NADH coupling 7.0% and SF-1 act 5.6.
`CS(=O)(=O)N1CCN(c2ccccc2NC(=O)Cc2ccccc2)CC1` gave TNAP act mid DEA 0.9, HTR1A agonist 0.5, MMP13 inh 0.7, Autofluor 339 1.08, RORa activator 5.3, Abs 340nm 1.04, 5-HT1A blocker 13.9, NADH coupling 4.0% and SF-1 act -0.8.
COc1ccccc1CN(Cc1cc2c(C)ccc(C)c2[nH]c1=O)Cc1nnnn1Cc1ccco1 was read as TNAP act mid DEA 1, HTR1A agonist 1.8, MMP13 inh -1.3, Autofluor 339 1.13, RORa activator 0.9, Abs 340nm 1.01, 5-HT1A blocker 17.1, NADH coupling 3.0% and SF-1 act 12.4.
`Cc1ccc(C)c(NC(=O)C2CCC(C)(C(=O)O)C2(C)C)c1` (configuration not stated) gave TNAP act mid DEA 1, HTR1A agonist -3.0, MMP13 inh -3.0, Autofluor 339 1.05, RORa activator 5.2, Abs 340nm 1, 5-HT1A blocker -5.3, NADH coupling 2.0% and SF-1 act 7.8.
`C=CCn1c(C(C)NC(=O)COC)nc2ccccc21` (configuration not stated) gave TNAP act mid DEA 1, HTR1A agonist 4.6, MMP13 inh 0.6, Autofluor 339 1.07, RORa activator 8.6, Abs 340nm 1.03, 5-HT1A blocker -2.0, NADH coupling 4.0% and SF-1 act 20.8.
For Cc1cc(C)c2[nH]c(=O)c(CN(Cc3ccc4c(c3)OCO4)Cc3nnnn3C3CCCC3)cc2c1 the results were TNAP act mid DEA 0.9, HTR1A agonist 0.1, MMP13 inh -2.3, Autofluor 339 1.25, RORa activator 1.9, Abs 340nm 1.02, 5-HT1A blocker 1.8, NADH coupling 9.0% and SF-1 act 14.4.
NCC(O)COc1ccc2c(c1)OCO2 (configuration not stated) was read as TNAP act mid DEA 0.9, HTR1A agonist -1.4, MMP13 inh -1.2, Autofluor 339 1.03, RORa activator -3.0, Abs 340nm 1, 5-HT1A blocker -5.0, NADH coupling 4.0% and SF-1 act -1.9.
Screening COc1ccc(Cl)cc1S(=O)(=O)N1CCN(C)CC1 returned TNAP act mid DEA 0.9, HTR1A agonist -1.7, MMP13 inh 2.5, Autofluor 339 1.03, RORa activator 1.1, Abs 340nm 1.03, 5-HT1A blocker 6.8, NADH coupling 4.0% and SF-1 act 1.8.
CCNC(=O)C1CCN(S(=O)(=O)c2ccc(F)cc2)CC1 was read as TNAP act mid DEA 0.8, HTR1A agonist -6.5, MMP13 inh -8.7, Autofluor 339 1.16, RORa activator 0.9, Abs 340nm 0.98, 5-HT1A blocker -2.5, NADH coupling 4.0% and SF-1 act 1.9.
O=C(CN(C(=O)CCC(=O)Nc1nccs1)c1ccc2c(c1)OCO2)NCC1CCCO1 (configuration not stated) was read as TNAP act mid DEA 0.9, HTR1A agonist -2.2, MMP13 inh 4.4, Autofluor 339 1.12, RORa activator -9.9, Abs 340nm 0.98, 5-HT1A blocker 8.6, NADH coupling 6.0% and SF-1 act -2.3.
For CS/C(=N\S(=O)(=O)c1ccc(N)cc1)NS(=O)(=O)c1cccs1 the results were TNAP act mid DEA 0.9, HTR1A agonist -1.7, MMP13 inh -2.0, Autofluor 339 1.09, RORa activator 5.2, Abs 340nm 1, 5-HT1A blocker -8.7, NADH coupling 6.0% and SF-1 act 7.5.
Screening c1ccc2c(c1)CCN(Cc1nnnn1Cc1ccc3c(c1)OCO3)C2 returned TNAP act mid DEA 0.9, HTR1A agonist -2.7, MMP13 inh 4.6, Autofluor 339 1.08, RORa activator -7.6, Abs 340nm 1.03, 5-HT1A blocker 23.4, NADH coupling 3.0% and SF-1 act -9.4.
For CCC(=O)NC(C)c1nc2ccccc2n1C (configuration not stated) the results were TNAP act mid DEA 0.9, HTR1A agonist -2.4, MMP13 inh -0.1, Autofluor 339 1.1, RORa activator 2.6, Abs 340nm 1, 5-HT1A blocker 0.4, NADH coupling 5.0% and SF-1 act 0.6.
For COc1ccc(N2CCN(c3nc4c(c(=O)n(C)c(=O)n4C)n3CCCc3ccccc3)CC2)cc1 the results were TNAP act mid DEA 1, HTR1A agonist 1.5, MMP13 inh -2.5, Autofluor 339 1.09, RORa activator 4.0, Abs 340nm 1.02, 5-HT1A blocker -2.9, NADH coupling 7.0% and SF-1 act 2.3.
`COC(=O)c1[nH]c(C)c(/C(O)=C2\C(=O)C(=O)N(CCN(C)C)C2c2ccc(C)o2)c1C` (configuration not stated) gave TNAP act mid DEA 0.9, HTR1A agonist 0.8, MMP13 inh -1.9, Autofluor 339 1.07, RORa activator -8.2, Abs 340nm 1.09, 5-HT1A blocker 6.5, NADH coupling 7.0% and SF-1 act 1.3.
Screening Cc1nc(=O)c(-c2ccccc2)c(C)n1Cc1ccccc1 returned TNAP act mid DEA 1, HTR1A agonist -1.7, MMP13 inh -7.9, Autofluor 339 1.11, RORa activator -23.2, Abs 340nm 1.07, 5-HT1A blocker 12.4, NADH coupling 2.0% and SF-1 act 7.3.
`CCOC(=O)C1CCN(CC(O)COc2ccc(C(C)(C)CC)cc2)CC1` (configuration not stated) gave TNAP act mid DEA 1, HTR1A agonist -1.0, MMP13 inh 4.6, Autofluor 339 1.04, RORa activator 0.0, Abs 340nm 0.98, 5-HT1A blocker -2.5, NADH coupling 7.0% and SF-1 act 8.8.
For c1cc2c3c(cccc3c1)C(N1CCCCC1)=N2 the results were TNAP act mid DEA 0.8, HTR1A agonist -2.6, MMP13 inh -7.5, Autofluor 339 1.69, RORa activator 8.6, Abs 340nm 1.06, 5-HT1A blocker 11.3, NADH coupling 14.0% and SF-1 act -20.1.
`Cn1c(=O)c2c(nc(N3CCCCC3)n2CCNC2=NCCC2)n(C)c1=O` gave TNAP act mid DEA 1, HTR1A agonist -3.5, MMP13 inh -3.4, Autofluor 339 1.5, RORa activator -18.6, Abs 340nm 1.01, 5-HT1A blocker -1.9, NADH coupling 7.0% and SF-1 act 9.9.
For O=C(NCc1cn2ccccc2n1)c1ccc(Br)o1 the results were TNAP act mid DEA 0.9, HTR1A agonist -2.0, MMP13 inh -1.8, Autofluor 339 1.08, RORa activator -0.5, Abs 340nm 1.03, 5-HT1A blocker 2.9, NADH coupling 4.0% and SF-1 act -17.7.
Screening Cc1cc2c(c(N3CCOCC3)n1)C(=O)OC2 returned TNAP act mid DEA 1, HTR1A agonist -1.2, MMP13 inh -4.9, Autofluor 339 1.71, RORa activator 6.3, Abs 340nm 1.08, 5-HT1A blocker 8.9, NADH coupling 3.0% and SF-1 act -8.1.
`Cc1c(CNC(=O)c2cnn3c2NC(c2ccccc2)CC3C(F)(F)F)cnn1C` (configuration not stated) gave TNAP act mid DEA 0.9, HTR1A agonist -2.1, MMP13 inh 2.4, Autofluor 339 1.06, RORa activator 27.1, Abs 340nm 1.01, 5-HT1A blocker 1.3, NADH coupling 7.0% and SF-1 act -4.9.
Screening CCOC(=O)CC(=O)CSc1[nH]c(=O)cc(C)c1C#N returned TNAP act mid DEA 0.8, HTR1A agonist -0.3, MMP13 inh -5.2, Autofluor 339 1.06, RORa activator -20.7, Abs 340nm 1.02, NADH coupling 3.0% and SF-1 act 8.7.
Screening CCn1c(SCC(=O)n2c(C)c(C)c3ccccc32)nnc1-c1ccco1 returned TNAP act mid DEA 0.9, HTR1A agonist -0.2, MMP13 inh 2.3, Autofluor 339 1.01, RORa activator 16.9, Abs 340nm 1.08, 5-HT1A blocker -1.2, NADH coupling 1.0% and SF-1 act -3.0.
For O=C(NCCCN1CCOCC1)c1ccc(Br)cc1 the results were TNAP act mid DEA 1, HTR1A agonist -0.9, MMP13 inh 0.8, Autofluor 339 0.87, RORa activator -2.5, Abs 340nm 1.02, 5-HT1A blocker -3.6, NADH coupling 3.0% and SF-1 act -3.5.
Screening O=C(O)c1ccc(S(=O)(=O)c2ccccc2)cc1 returned TNAP act mid DEA 0.9, HTR1A agonist -0.2, MMP13 inh -0.8, Autofluor 339 1.11, RORa activator -10.5, Abs 340nm 1.01, 5-HT1A blocker -4.4, NADH coupling 3.0% and SF-1 act 4.9.
`COCCn1c(SCC#N)nnc1-c1ccccc1` gave TNAP act mid DEA 0.9, HTR1A agonist -0.7, MMP13 inh 7.0, Autofluor 339 1.01, RORa activator 27.5, Abs 340nm 1.01, 5-HT1A blocker 5.8, NADH coupling 2.0% and SF-1 act -4.6.
For COc1ccc(OC)c(C(C(=O)NCc2ccco2)N(C(=O)Cn2nnc3ccccc32)C2CC2)c1 (configuration not stated) the results were TNAP act mid DEA 0.9, HTR1A agonist -0.6, MMP13 inh 1.5, Autofluor 339 0.82, RORa activator 12.8, Abs 340nm 1, 5-HT1A blocker 1.4, NADH coupling 11.0% and SF-1 act -14.8.
O=C(Nc1cnc2ccccc2c1)N1CCOCC1 was read as TNAP act mid DEA 1, HTR1A agonist -4.1, MMP13 inh -4.3, Autofluor 339 1.27, RORa activator 26.0, Abs 340nm 1.05, 5-HT1A blocker 3.9, NADH coupling 1.0% and SF-1 act 33.1.
Screening COc1ccc(NC(=O)c2ccccc2C)c(OC)c1 returned TNAP act mid DEA 0.9, HTR1A agonist -2.9, MMP13 inh 0.1, Autofluor 339 0.96, RORa activator 7.9, Abs 340nm 1, 5-HT1A blocker 8.0, NADH coupling 7.0% and SF-1 act -20.5.
